Screening results as filed in PubChem BioAssay.
Pf Dd2 inh = blocks in vitro growth of P. falciparum Dd2; P. falciparum Dd2 growth, SYBR Green, 72 h; Potency, µM (doses to about 28.9 µM), for the others: top-dose activity, negative = inhibition, actives largely listed as inhibitors; hit rate 4.3% among 120,000; AID 1347417; active means well fitted inhibition curve with a large enough effect; inconclusive means small, poorly fitted or top-dose-only effect; inactive means no such curve, though single readings can be large or run the other way;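 further: plate controls were DMSO vehicle for no effect and reference drug for full effect; nearly all actives have a fitted effect of over 65% in size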
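Infected erythrocytes (Dd2, 0.3% parasitemia, 2.5% hematocrit final) are added to compound in RPMI-1640/Albumax II medium, grown 72 h at 37C in low oxygen, then lysed with saponin/Triton-X containing SYBR Green and read by fluorescence.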
Numbers without * were called inactive; i = inactive; ? = inconclusive; [ ] = remark or other dose. Potency means the concentration at half of the fitted maximal effect.

Structure | Pf Dd2 inh
COc1ccc(Cl)cc1NC(=O)Cn1nnc2sc(-c3ccccc3)cc2c1=O | 6%
COCCn1c(=O)[nH]c2cc(C(=O)Nc3cccc(C(C)=O)c3)ccc2c1=O | -9%
CCCn1c2ccccc2c2cnn(CC(=O)NCCCN3CCCCC3)c(=O)c21 | -19%
Cc1cn2nnc(C(=O)NCCC3=CCCCC3)c2c(=O)[nH]1 | 10µM*
Cc1ccc2ncc(C(=O)NCc3ccccc3Cl)c(=O)n2c1 | -9%
Cc1ccc(-n2c(=O)c3c4c(sc3n(Cc3ccccc3F)c2=O)CCC4)cc1C | 0%
CCN(C(=O)CSc1nc2ccccc2n1Cc1ccc(C(=O)OC)cc1)c1ccccc1 | -27%
NC(=O)c1nnn([C@H]2C[C@H]3C(=O)N4CC[C@H](SCc5ccc(F)cc5)C[C@H]4C(=O)N3C2)c1C(N)=O | i
Cc1cccc(C(=O)N2CCC(Cc3nncn3C)C2)c1 (stereo not given) | i
COc1ccc(C(=O)c2oc3ccccc3c2NC(=O)c2cc(=O)c3ccc(C)cc3o2)cc1Cl | 40%[activator]

(more compounds)
Structure | Pf Dd2 inh
Cc1ccccc1-c1nc(CS(=O)(=O)CC(=O)Nc2cccc(C(F)(F)F)c2)c(C)o1 | -2%
Cc1cccc(C)c1NC(=O)Cn1ccn2nc(-c3ccccc3)c(CO)c2c1=O | 30%
Cc1cccc(CNC(=O)C2(c3ccc(NS(C)(=O)=O)cc3)CCC2)c1 | -11%
Cc1ccc(C)c(CC(=O)N2CCN(Cc3ccccc3)CC(O)C2)c1 (stereo not given) | ?
Cc1ccc(-c2nc(CN3C(=O)CN=C(c4ccccc4)c4cc(Cl)ccc43)c(C)o2)cc1 | i
COC(=O)CNC(=O)N1c2ccccc2CC1c1nc(C2CC2)no1 (stereo not given) | i[5.79 µM]
CCOC(=O)c1c(NC(=O)c2ccc(S(=O)(=O)N3CCCC(C)C3)cc2)sc2c1CC(C)(C)NC2(C)C (stereo not given) | ?
COc1ccc(CNC(=O)c2cc3cn(C4CC4)cc3s2)cc1OC | i
COc1ncccc1CN1CC[C@@H]2OCC(=O)N(c3ccccc3)[C@H]2CC1 | 22%[44.1 µM]
COCCN1C(=O)[C@H]2CN(Cc3cccc(F)c3)C[C@H]2C1=O | i

Following part.
Structure | Pf Dd2 inh
O=C(CCNS(=O)(=O)c1ccc2c(c1)CCN2C(=O)C1CC1)N1CCN(c2cccc(Cl)c2)CC1 | ?
COc1ccc2c(c1)c1c(c(=O)n(-c3ccccc3C)c(=O)n1CC(=O)N1CCCC1)n2C | -9%
CCN1c2cc(C(=O)NCCOc3ccccc3OC)ccc2C(=O)N2CCCCCC21 (stereo not given) | ?
COc1ccc(CCNC(=O)CN2C(=O)C(c3ccccc3)=NC23CCCCC3)cc1OC | i
N#Cc1cccc(NC(=O)C2CCN(c3nc(-c4ccc(Cl)cc4)no3)CC2)c1 | -11%
CCOc1ccc(C(=O)Nc2cccc(C(=O)OCc3cc(=O)n4nc(C5CC5)sc4n3)c2)cc1 | ?
Cc1cnn(CCC(=O)N[C@@H]2CN(C)C[C@H]2CN(C)C)c1 | 12%
O=c1c2nc(-c3ccc(O)c(F)c3)ccc2ncn1-c1ccc(F)cc1F | -26%[44.1 µM]
O=C(c1cccc(-n2cnnc2)c1)N1CCOC(c2ccc(F)cc2)C1 (stereo not given) | -4%
COc1ccc(CNC(=O)C[C@@H]2C[C@@H](C(C)C)[C@H](CNC(=O)c3ccc(NC(C)=O)cc3)C=C2C)cc1 | -14%

Further compounds.
Structure | Pf Dd2 inh
O=C1CCCN1CCCN1C(=O)[C@@H]2C[C@@H](O)CN2C2(CN(Cc3ccoc3)C2)C1=O | 9%[44.1 µM]
Cc1noc(C)c1C(=O)N1CCC2(CC1)CN([S+](=O)([O-])c1ccccc1)CCO2 | 18%
COCC(=O)N[C@@H]1CN(C(=O)N(C)C)CC[C@@H]1c1nc(C)no1 | i[5.79 µM]
Fc1ccc(NC(=S)N[C@H]2CO[C@H]3[C@@H]2OC[C@@H]3n2nnnc2-c2ccccc2)cc1 | i
CC(C)(Oc1nn(Cc2cccc(Cl)c2)c2ccccc12)C(=O)NCC[S+](C)(=O)[O-] | ?
CCCCn1cc(S(=O)(=O)c2cc(C)ccc2C)c(=O)c2cc(F)c(F)cc21 | -11%
CCCN(CCC)CCNC(=O)c1cc(Sc2ccc(Cl)cc2)nc2ccccc12 | ?
CN(C)C[C@@H]1CN(Cc2cccnc2)C[C@H]1NC(=O)COc1ccccc1 | -9%
Cc1cc(CN2C[C@@H](CO)[C@H](C(=O)N(C)C)C2)n(C)n1 | 8%
Cc1ccc(-n2c(=O)c3c4c(sc3n(Cc3cccc(Cl)c3)c2=O)CCC4)cc1C | ?

Later entries.
SMILES	Pf Dd2 inh
CCOC(=O)c1cc(OC(=O)c2ccccc2OC)n(-c2ccccc2)n1	0%
CCOc1ccc(NC(=O)CSc2oc(-c3cccs3)nc2S(=O)(=O)c2ccc(Cl)cc2)cc1	-1%
COCCN1CC2(CCCN(Cc3ccc4ccn(C)c4c3)C2)CCC1=O (stereo not given)	?
O=C(c1coc(CN2CCN(C/C=C/c3ccccc3)CC2)n1)N1CCC[C@H]1CO	-18%
Cc1cc(C)cc(-n2c(SCC(=O)NCc3ccc(F)cc3)nc3c([nH]c4ccccc43)c2=O)c1	11µM*
Fc1ccc2oc([C@H]3CCN(C4CCOCC4)C3)nc2c1	?
O=C(Cn1c2c(c(=O)n1Cc1ccccc1)CCN(Cc1ccccc1)C2)N1CCC(c2ccccc2)CC1	?
O=C1CC(NC2CCSCC2)CN1CCc1cccc(Cl)c1 (stereo not given)	?
COc1ccc(N2CCN(c3nc4ccccc4n4c(C)nnc34)CC2)cc1	?
Cc1csc2nc(COC(=O)CNC(=O)c3ccccc3Cl)cc(=O)n12	-19%
O=C(CN1C(=O)NC2(CCS(=O)(=O)CC2)C1=O)Nc1ccc(Br)cc1	6%
CCOc1ccccc1NC(=O)C1CCN(S(=O)(=O)c2ccc3[nH]c(=O)ccc3c2)CC1	-18%

(cont.)
SMILES	Pf Dd2 inh
O=C(Cn1c(=O)oc2ccccc21)N[C@@H]1CCOC[C@H]1Oc1ccccn1	4%
O=C(c1ccc(=O)[nH]c1)N1CC[C@@H]2[C@@H](CCC(=O)N2CCc2cnc[nH]2)C1	-1%
Cc1nnnn1CC(=O)Nc1nn(Cc2ccccc2)c2cccc(OC(C)C)c12	i
CCCCC(=O)OC1=C(C(=O)c2ccccc2)N(CCC)S(=O)(=O)c2ccccc21	-24%
Oc1ccccc1CN[C@H]1[C@H](O)[C@@H](N2CCC(Cc3ccccc3)CC2)[C@@H]2OC[C@H]1O2	?
O=C(NCCN1CCN(c2cccc(Cl)c2)CC1)Nc1ccccc1C(F)(F)F	?
O=C1c2cnc(-c3ccc(F)cc3F)nc2OCCN1Cc1ccc(F)cc1F	-2%[44.1 µM]
Cc1noc(C)c1-c1cnc(Nc2ccc(F)cc2)c2c1CCO2	31%[activator][44.1 µM]
COc1ccc(Cn2c(C(=O)O)c(CNC3CCC(C)CC3)c3ccc(C)cc32)cc1 (stereo not given)	-9%
Oc1cccc(-c2nc(-c3cccs3)c(-c3cccs3)[nH]2)c1	-24%
COC(=O)CC1Oc2ccc(C)cc2-n2cc(-c3ccc(F)cc3)nc21 (stereo not given)	?
O=C(Nc1cccnc1)c1cc(-c2ccc(Cl)cc2)on1	44%[activator]

Not a retest: four of the compounds above.
SMILES	Pf Dd2 inh
O=C(Cn1c(=O)oc2ccccc21)N[C@@H]1CCOC[C@H]1Oc1ccccn1	4%
O=C(c1ccc(=O)[nH]c1)N1CC[C@@H]2[C@@H](CCC(=O)N2CCc2cnc[nH]2)C1	-1%
Cc1nnnn1CC(=O)Nc1nn(Cc2ccccc2)c2cccc(OC(C)C)c12	i
CCCCC(=O)OC1=C(C(=O)c2ccccc2)N(CCC)S(=O)(=O)c2ccccc21	-24%

Remaining list, next part:
SMILES	Pf Dd2 inh
CNC(=O)N1C[C@@H](CN(C)C)[C@H](NC(=O)c2cccnc2)C1	33%
CCCCNC(=O)c1nnn2cc(-c3ccc(Cl)cc3)[nH]c(=O)c12	?
O=C1OCC2=C1C(c1ccccc1)NC(=O)N2Cc1nc(C2CC2)no1 (stereo not given)	1%
CCc1noc(-c2cccc(-n3ccnc3-c3cc4n(n3)CCCNC4)c2)n1	-4%
COc1cccc(N2CCN(C(=O)c3ccc4c(c3)C(O)CCCCCN4C)CC2)c1 (stereo not given)	?
CC1=C[C@@H](CNC(=O)CN(C)C)[C@H](C(C)C)C[C@H]1Cc1nc2ccc(Cl)cc2[nH]1	6.3µM*
Cc1ccc(Cl)cc1N1CCN(C(=O)COc2cc(=O)n(C)c3ccccc23)CC1	?
C[C@H]1[C@@H]2[C@@H](O)C([C@H](C)C(=O)NC3CC3)CC[C@@]2(C)CC[C@@H]1NC(=O)c1ccccn1 (stereo not given in full)	i
CCOc1ccccc1NC(=O)c1nc2nc(C)cc(C(F)F)n2n1	?
COc1cncc(NC(=O)C2=NO[C@@H]3CN(Cc4cccs4)C[C@H]23)c1	-14%[44.1 µM]
CCc1ccc(CN2CCCC23Cc2ccccc2CNC3=O)cc1 (stereo not given)	?
COc1cc(CC2(CCC(=O)N3CCC(c4ccc(F)cc4)C3)CCC(=O)N2)ccc1F (stereo not given)	-6%

Entries from the list above that contain two or more sulfur atoms:
SMILES	Pf Dd2 inh
CCOC(=O)c1c(NC(=O)c2ccc(S(=O)(=O)N3CCCC(C)C3)cc2)sc2c1CC(C)(C)NC2(C)C (stereo not given)	?
CCOc1ccc(NC(=O)CSc2oc(-c3cccs3)nc2S(=O)(=O)c2ccc(Cl)cc2)cc1	-1%
Oc1cccc(-c2nc(-c3cccs3)c(-c3cccs3)[nH]2)c1	-24%

The list continues.
SMILES	Pf Dd2 inh
COc1ccc(NC(=O)C2CCCN2S(=O)(=O)c2ccc3c(c2)CCCC(=O)N3)cc1Cl (stereo not given)	1%
COc1ccc(Cl)cc1NC(=O)N1CCN(Cc2cc(=O)n3nc(-c4ccccc4)sc3n2)CC1	4%
COc1ccc(-c2nnc(C[C@@H]3C[C@@H](C(C)C)[C@H](CN4CCC(O)CC4)C=C3C)o2)cc1	?
Cc1cccc(C(=O)NCC(=O)N2CCCCCNC(=O)CC2c2ccccc2)c1 (stereo not given)	-1%
COc1ccc2cc(CNc3ccc(C)cc3)c(=O)n(CC(=O)Nc3ccc(C)cc3Cl)c2c1	5%
CC(=O)NCCNc1nc2c(-c3ccc(C)cc3)nnn2c2ccccc12	-2%
CCCS(=O)(=O)N1CCC(N2CCCC(C(=O)N3CCOCC3)C2)CC1 (stereo not given)	0%
COc1ccc(Cl)cc1S(=O)(=O)N1CCc2nn(C)c(=O)n2CC1	48%[activator]
COc1ccc(OC)c(-c2nc(CN3CCN(C)C(=O)C3C)c(C)o2)c1 (stereo not given)	-23%
COc1cccc(N2CCN(C(=O)Cn3nc(C)n4c(cc5c(OC)cccc54)c3=O)CC2)c1	10%
COc1cccc(-c2ccnc3nc(Cc4ccc(F)cc4)nn23)c1	-11%
CC(NC(=O)c1ccc2nccn2c1)c1ccc(F)cc1 (stereo not given)	3%[44.1 µM]

Other structures:
SMILES	Pf Dd2 inh
CCc1ccccc1CN1CCC(CO)(CN2CCCC2)CC1	?
Cc1nn2c(c1-c1ccccc1C(C)C)N(C(=O)Cc1ccccn1)CCC2	?
Cc1cccc(S(=O)(=O)N(C)CC2CCOCC2)c1	-9%
COc1ccc(C(=O)N2CCC(Cc3nc(-c4ccccc4)no3)CC2)cc1OC	?
OCc1ccc(-c2cc3c(ccn3Cc3cccnc3)c(C3=CCOCC3)n2)cc1	?
O=C1NC2(CCCN(Cc3cncs3)C2)COc2ccccc21 (stereo not given)	-12%
CC1CCN(C(=O)CSc2nc(-c3ccccc3)no2)CC1	?
Cc1csc(NC(=O)c2nc3c(o2)CCN(Cc2ccccc2F)CC3)n1	?
CCOc1ccc(CN2C(=O)c3ccccc3Sc3ccc(C(=O)N4CCC5(CC4)OCCO5)cc32)cc1	?
Cc1cccc(C(=O)NCc2nnc(SCC(=O)Nc3ccccc3F)n2-c2ccccc2)c1	-30%
O=C(c1ccc2cccc(F)c2n1)N1CCN(C(=O)C2CCCCC2)CC1	3%
CCn1cc(S(=O)(=O)N2C[C@@H](Oc3ccccc3)C[C@@H]2C(=O)NC)cn1	19%

(continued)
SMILES	Pf Dd2 inh
CCN1CC2(CCN(C(=O)C3CCCCN3Cc3ccccc3)CC2)OC1=O (stereo not given)	-4%
COCCn1c(C)cc(C(=O)NC2CCc3nnc(C)n3CC2)c1C (stereo not given)	30%[activator]
Cc1cc(Cl)ccc1OCC(=O)N(Cc1ccc(N(C)C)cc1)C1CCS(=O)(=O)C1 (stereo not given)	-20%
Cn1cnc(C(=O)N[C@@H]2[C@@H](Cc3ccccc3)[C@H]3OCC[C@@H]23)c1	-12%
CC(C)C[C@@H]1N[C@H](C(=O)N2CCN(C)CC2)Cc2cn(Cc3nccn3C)c3cccc1c23	?
CCN(CC)S(=O)(=O)c1ccc2c(c1)nc(CN(C)C(=O)Nc1ccc(F)cc1)n2C	?
Cc1nnc(NCc2ccc(Cl)cc2)c2c1nnn2Cc1ccc(F)cc1	16%
CN1[C@@H](CCC(=O)N2CCC(O)CC2)CNC(=O)[C@@H]2[C@H]1CCN2Cc1ncc[nH]1	5%[44.1 µM]
O=C1NC2(CCN(Cc3ccccn3)C2)OCc2ccccc21 (stereo not given)	i
Fc1ccc(C2Cn3nnc(-c4nc(-c5ccc(F)c(F)c5)no4)c3CO2)cc1 (stereo not given)	-12%

Some of the compounds tested; the hit share may differ from the screen's.
